Screening data deposited in PubChem BioAssay by several laboratories.
Yfh1-depleted yeast: enhancers of respiration in Yfh1-depleted yeast, dose response, Friedreich's ataxia, plus single-dose screen (AID 1465). S. cerevisiae Yfh1-off respiration, WST-1 reduction, 72 h; higher fold induction means a stronger effect. one-dose fold induction at 50 µM; EC50 in µM for titrated hits. actives 0.074% (n = 220,000);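 active = fold induction of absorbance versus untreated yeast above a set limit, then at least 30% activation at any dose in follow-up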;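 note: activators that raise dye reduction in frataxin-depleted yeast; strong numbers were not always called active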
WT yeast gro inh: growth inhibition of WT strain, primary screen, mitochondrial fusion inhibitor project, WT and mutant strains, chemical genetic; inhibition, % at 10 µM; AID 1362, 2008; actives 2.1% (n = 190,000); mitochondrial fusion phenotypic screen; in the data active = inhibition above about 58%; tested in S. cerevisiae
Autophagy HCS: autophagy modulators in MEF cells, primary screen, imaging, high-content, MEF GFP-LC3 | calls only at 10 µM (by protocol) | actives 0.98% (n = 190,000) | MEF GFP-LC3 puncta imaging; test concentration mostly 10 µM;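 active = percentage of spot-positive cells more than 3 SD above its plate mean, without a fluorescence outlier flag or 80% toxicity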;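 note: spot-positive cell cutoff set from DMSO-treated cells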
Dynein cargo inh: inhibitors of GR-EGFP nuclear translocation, primary screen, dynein cargo transport inhibitor project, imaging, high-content, 3617.4 mouse cells. test concentration mostly 20 µM; stimulated with dexamethasone, 1 µM; hits give low values. z-score, hits read low. actives 0.47% (n = 220,000). AID 1381, 2008;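 active = plate z-score of nuclear minus cytoplasmic receptor signal below a set negative limit, without overly bright fluorescence or cell loss, cut at about -3.5 in these data, passing the limit was not always enough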;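 note: z-score of nuclear minus cytoplasmic ring GR-EGFP intensity difference per well; some compounds called inactive have numbers as strong as hits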
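medium = tetracycline-free induction medium containing charcoal-stripped FBS | probe or stimulus = dexamethasone, 1.0 µM final | timing = 48 h induction, then 1 h compound, then 30 min agonist, 37 °C | detection = automated 10x imaging of fixed Hoechst-stained cells | read-out basis = nuclear versus cytoplasmic GR-EGFP signal, averaged per well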
Lipid droplet: inhibitors of hepatocyte lipid droplet formation, primary screen, imaging, high-throughput imaging, BODIPY stain. actives 0.4% (n = 240,000). AID 1656, 2009. inhibition, % at 6.5 µM. AML12 mouse hepatocytes, oleate lipid droplets;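 active = lipid droplet intensity inhibited by at least 50%, with more than 500 cells counted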
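Assay system: AML12 mouse liver cells | Compound dosing: One dose, 6.5 µM compound | Read-out basis: Droplet intensity reduction, % inhibition | Measured by: Fluorescence imaging, 20x objective, two fields per well | Schedule: Overnight treatment with compound plus oleate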
NOD2 inhibition: NOD2 signaling inhibitors, cell-based, luminescence, uHTS, HEK293 (AID 1566); HEK293 NOD2/NF-kB luciferase reporter, luminescence; higher % means a stronger effect; inhibition, % at 4 µM, or EC50 in µM where a hit was titrated; actives 0.63% (n = 290,000); in the data active = inhibition above about 50%; note: many of its hits are not listed in these tables
MT stabilize HCS: microtubule stabilizers in HeLa cells, primary screen, imaging, high-content imaging; HeLa tubulin immunostaining HCS, 24 h; share of cells brighter than vehicle mean+2SD; % tubulin-high responders, % at 10 µM; actives 0.83% (n = 200,000);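 active = plate Z-score above 3 for both tubulin-high and condensed-nucleus cell shares, with cell loss under 80%, at 10 µM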;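 note: anti alpha tubulin signal scored within the nucleus-defined area of each cell; some results filed as inactive read as strong as hits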
b-catenin transl: modulators of beta-catenin nuclear translocation, primary screen, imaging, HeLa cells, immunofluorescence, high-content; nuclear translocation activity, % at 5 µM; AID 1665, 2009; actives 0.3% (n = 190,000);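 active = nuclear translocation activity above 50% at 5 µM, with a well cell count of 50 or more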;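 note: per-cell ratio of nuclear to cytoplasmic median beta-catenin stain intensity; plate controls were DMSO negative control for no effect and GSK-3 inhibitor IX positive control for full effect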
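System: Human HeLa cells, endogenous beta-catenin | Compound dosing: 5 µM primary, 0.02–20 µM confirmation | Timing: 24 h compound exposure at 37°C, 5% CO2 | Measured by: Fluorescence imaging of beta-catenin antibody stain plus DAPI | Read-out basis: % activation of per-cell nuclear versus cytoplasmic median beta-catenin signal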
Ins promoter up: insulin promoter activators in MIN6 cells, imaging, high-content screening, mouse beta cells; MIN6 insulin promoter-GFP reporter; hits give high values; z-score at 5 µM; actives 0.3% (n = 190,000); AID 1625, 2009;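 active = z-score above 3 at 5 µM with at least 500 cells counted in the well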
WT yeast gro inh mutant strain: second read-out of WT yeast gro inh, no call of its own (marks repeat the call); inhibition, %; mitochondrial fusion phenotypic screen, mutant strain inhibition
Dynein cargo inh cytoplasmic EGFP: further read-out of Dynein cargo inh, marked with its call; z-score; measured here: cytoplasmic GR-EGFP intensity; hits give high values
Dynein cargo inh nuclear GR-EGFP: further read-out of Dynein cargo inh, marked with its call; z-score; measured here: nuclear GR-EGFP intensity;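 lower value marks the stronger effect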
Dynein cargo inh cell count: recorded beside Dynein cargo inh, whose call it bears; z-score; measured here: cell count per field
Ins promoter up cell count: further read-out of Ins promoter up, marked with its call; cell count; measured here: cytotoxicity, nuclei count;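 total cells summed across four imaged fields per well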
Lipid droplet cells 6.5 µM: recorded beside Lipid droplet, whose call it bears; cell count; measured here: cell count, cytotoxicity flag;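 cells counted across two imaged fields per well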
b-catenin transl cell count 5 µM: recorded beside b-catenin transl, whose call it bears; cell count; measured here: cell count, cytotoxicity flag
MT stabilize HCS Hoechst-high %: further read-out of MT stabilize HCS, marked with its call; % Hoechst-high responders; measured here: nuclear condensation Hoechst responders;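 share of cells brighter than vehicle mean plus two SD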
MT stabilize HCS cytotoxicity %: further read-out of MT stabilize HCS, marked with its call; toxicity, %; measured here: cytotoxicity by cell density;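 0% = mean cell density of plate MIN control wells and 100% = no cells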
Autophagy HCS cell loss 18 h: also measured in Autophagy HCS; calls as there; toxicity, %; measured here: cell loss, nuclei count;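 cell loss after 18 h compound exposure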
An asterisk follows results filed as active; i = inactive; x = no result given; + = active, no number.

SMILES	Yfh1-depleted yeast	WT yeast gro inh	WT yeast gro inh mutant strain	Autophagy HCS	Autophagy HCS cell loss 18 h	Dynein cargo inh	Dynein cargo inh cytoplasmic EGFP	Dynein cargo inh nuclear GR-EGFP	Dynein cargo inh cell count	Lipid droplet	Lipid droplet cells 6.5 µM	NOD2 inhibition	MT stabilize HCS	MT stabilize HCS Hoechst-high %	MT stabilize HCS cytotoxicity %	b-catenin transl	b-catenin transl cell count 5 µM	Ins promoter up	Ins promoter up cell count
S=c1[nH]nc(COc2ccc(Cl)cc2)o1	i	-18	12	i	-7	-0.46	-0.18	0.51	0.36	x	x	6%	4.2	1.5	4.0	-6.4	806	1.7	1290
COc1ccc(-n2c(=O)c3ccccc3n(CC(=O)Nc3cc(C)on3)c2=O)cc1OC	i	2	7	i	-1	-0.53	-0.19	-0.1	0.29	52*	357*	0%	4.0	4.5	8.6	-1.2	800	1.9	1273
CC(C)c1cccc(C(C)C)c1NC(=O)COC(=O)[C@H](C)NC(N)=O	i	-1	-4	i	1	-0.072	-0.33	-0.027	0.78	21	698	1%	1.9	2.3	3.1	3.6	997	0.93	1164
Cc1cccc(/C=N/NC(=O)C2CCCNC2=O)c1 (stereo not drawn)	i	-5	-8	i	8	1.6	-0.18	0.79	-1.5	21	761	12%	6.0	5.3	12	x	x	0.61	1316
O=C(c1cnc2ccc(Cl)cc2c1Cl)N1CCOCC1	i	-7	8	i	-5	-0.0011	-0.055	-0.1	-0.96	0	689	0%	2.4	1.6	2.9	0.1	1497	0.31	1154
COCCOc1cc(N(CC(=O)N(C)C)S(=O)(=O)c2ccccc2)c(Cl)cc1Cl	i	-5	-10	i	30	-0.94	-0.25	-0.38	0.52	-2	715	4%	2.6	1.7	6.1	-2.2	957	-0.18	1390
COc1ccc(OC)c(CCNC(=O)Cn2cccc2C(=O)c2ccccc2C)c1	i	-10	-13	i	3	-0.56	-0.24	-0.17	-0.044	0	693	-5%	2.8	2.5	5.4	0.9	1135	-0.92	1247
COc1ccccc1NC(=O)c1nnn(CC(=O)Nc2cccc(SC)c2)c1N	i	12	9	i	1	0.18	0.11	0.14	0.45	0	668	-19%	5.8	0.4	72	0.1	986	-0.02	1717
CCC(C)Oc1cc(-c2ccnc(Nc3cccc(Cl)c3)n2)ccn1 (stereo not drawn)	i	x	x	x	x	-0.49	-0.81	-0.2	0.49	-10	625	18%	x	x	x	2.0	1361	0.93	692
COc1cc(-c2nnc(SCC(=O)c3ccccc3)o2)cc(OC)c1OC	i	-4	-5	i	15	-0.34	-0.22	0.15	-0.15	x	x	21%	5.2	3.2	10	-1.6	980	0.07	1537
CC12CCC(C(=O)Nc3cccc(Cl)c3Cl)([C@H](Br)C1=O)C2(C)C (stereo partly drawn)	x	x	x	x	x	-0.49	-0.18	0.31	0.58	-10	699	28%	x	x	x	-1.1	1335	-0.81	1094
Cc1ccc2nc(NC(=O)CN3C(=O)C4CC=CCC4C3=O)sc2c1 (stereo not drawn)	i	21	15	i	19	-0.22	-0.14	-0.38	1.5	1	688	14%	2.7	1.6	7.1	-0.7	1022	1.9	1386
CCOC(=O)c1nn(-c2cccc(OC)c2)c(-c2ccccc2)c1C(=O)c1ccccc1	i	13	7	i	-30	-0.88	-0.43	-0.2	0.31	x	x	1%	1.4	2.2	9.8	x	x	x	x
COCCN=c1scc(-c2cc(OC)ccc2OC)n1/N=C/c1c[nH]c2ccccc12	i	58*	13*	i	-3	3.8	0.063	2.9	-2.4	4	674	24%	7.4	4.4	12	0.8	944	x	x
CCO[C@@H]1OC(C(=O)N2CCN(Cc3ccccc3)CC2)=C[C@H](c2ccccc2)[C@H]1CCCO	i	-1	5	i	8	-0.2	0.83	0.33	0.41	-30	722	16%	6.4	0.6	3.9	-2.7	1169	-0.72	1441
ONc1cccnc1-n1nc(C(F)(F)F)cc1C(F)(F)F	i	-9	3	i	3	-1.2	-0.29	-0.61	0.66	16	690	16%	3.9	1.7	6.3	0.5	1522	-0.41	1428
Cc1cccc(NC(=O)c2cc(NC(=O)C3CCCCC3C(=O)O)ccc2N2CCCCC2)c1 (stereo not drawn)	i	1	-5	i	-11	-0.37	-0.28	0.41	-0.034	3	718	13%	2.5	2.6	13	0.3	484	x	x
CCOC(=O)c1ccc(NC(=S)N(CCCN2CCN(CC)CC2)Cc2ccco2)cc1	i	0	2	+	9.2*	-0.37	-0.28	0.16	0.45	3	652	2%	4.3	0.5	24	-3.9	1121	-1.3	1269
COCCNC(=O)CCCC(=O)NCCOC	i	16	-4	i	5	0.36	1.4	0.37	-0.92	15	638	12%	2.3	1.0	0.1	-1.0	1003	-0.43	1378
COc1ccccc1CNC(=O)c1nnc(Cc2ccc(Cl)cc2)o1	x	5	0	i	5	-0.78	-0.29	0.16	0.72	7	759	9%	2.6	1.9	2.6	1.3	551	-0.5	1232
CN1CCS/C1=C\C=C1/SC(=S)N(CC(=O)O)C1=O	>100µM*	-6	-15	i	3	-0.66	-0.014	-0.33	-0.036	25	668	-23%	5.3	2.0	5.1	-3.6	1087	0.46	1653
CC(C)CCN1CN(S(=O)(=O)c2cccs2)c2nc3ccccc3nc21	i	9	-3	i	-9	-0.5	-0.19	-0.11	0.99	-1	733	15%	1.1	1.6	7.6	-1.5	1142	-0.28	948
O=[N+]([O-])c1ccc(Cc2ccncc2)cc1	i	-11	7	i	-1	-0.78	-0.22	-1	0.59	2	689	6%	1.7	2.3	5.4	0.6	1568	0.24	1406
Cc1ccc(S(=O)(=O)N(Cc2ccc(Cl)cc2)c2ccccc2C(=O)NCc2cccnc2)cc1	i	19	-1	i	10	1.5	-0.2	0.82	-0.87	-24	649	-10%	3.1	3.9	6.5	1.5	1061	-0.51	1415
CC1CC(NC(=O)Cc2ccc(Br)cc2)CC(C)(C)C1 (stereo not drawn)	i	22	-8	i	-15	-0.39	-0.26	0.065	-0.4	-23	683	15%	2.8	2.2	3.5	3.3	553	x	x
COC(=O)CNC(=O)c1ccc2c(c1)S(=O)(=O)c1ccccc1C2=O	i	11	22	i	-47	0.42	-0.27	1.1	-0.34	x	x	2%	2.8	2.0	7.8	-2.5	995	0.94	1228
CC(C)(C)OC(=O)N1CCC[C@H]1c1nnc(SCC(=O)Nc2ccc(Br)cc2)o1	i	x	x	x	x	0.83	-0.27	0.17	-0.36	x	x	7%	x	x	x	0.1	1321	-0.13	1372
CC(=O)NC(Cc1ccc(C(C)C)cc1)C(=O)NC1CCN(C(=O)c2cccc(C)c2)CC1 (stereo not drawn)	i	2	-4	i	12	1.8	-0.12	1.1	-1.8	-32	703	17%	3.5	1.0	5.5	-1.1	937	x	x
Cn1ccc(C(=O)NC(=S)N2CCSCC2)n1	i	x	x	x	x	0.6	0.18	0.36	-0.051	-12	681	10%	x	x	x	3.5	887	-0.15	1401
COc1ccccc1NC(=O)c1c(C)nc2ccccc2c1C(=O)O	i	x	x	x	x	-0.16	-0.23	-0.11	0.68	x	x	10%	x	x	x	-2.1	1401	0.97	1427
CCNC(=S)N(Cc1ccc2c(c1)OCO2)C1CC(=O)N(c2ccc(F)cc2)C1=O (stereo not drawn)	i	-2	-21	i	4	0.23	-0.21	-0.08	-0.37	-4	609	7%	3.4	1.1	6.9	-1.0	1124	-0.44	2051
CC(NC(=O)CCSc1nc(-c2ccc3c(c2)OCO3)cc(C(F)(F)F)n1)c1ccccc1 (stereo not drawn)	i	11	-6	i	4	0.37	-0.22	-0.69	1.2	x	x	12%	2.5	1.2	10	-1.8	1231	-0.27	1544
CC[n+]1ccc2cc(OC)c(OC)cc2c1Cc1ccc(OC)c(OC)c1	i	40	12	i	2	0.67	-0.066	0.57	-1.9	-22	623	-18%	2.3	2.0	3.6	-0.7	1075	0.54	1531
Cc1cc(C)c2c(-n3cccc3)c(C(=O)NNS(=O)(=O)c3ccc(Cl)cc3)sc2n1	i	2	7	i	-2	-0.16	-0.23	-0.37	0.54	x	x	13%	1.7	1.1	9.0	x	x	x	x
CCn1c(=O)c(C(=O)CN2CCc3ccccc32)c(N)n(Cc2ccccc2)c1=O	i	3	-2	i	8	-0.67	-0.11	-0.59	-0.031	-3	554	7%	1.8	4.5	7.7	-2.5	1166	0.18	1437

Ordered by the number under WT yeast gro inh mutant strain (high to low): three of the compounds above.
SMILES | WT yeast gro inh mutant strain
CC[n+]1ccc2cc(OC)c(OC)cc2c1Cc1ccc(OC)c(OC)c1 | 12
CCn1c(=O)c(C(=O)CN2CCc3ccccc32)c(N)n(Cc2ccccc2)c1=O | -2
CCNC(=S)N(Cc1ccc2c(c1)OCO2)C1CC(=O)N(c2ccc(F)cc2)C1=O (stereo not drawn) | -21

Some of the compounds tested; count on the stated rates, not on these rows.
